Screening data: PubChem, Fisher Drug Discovery Resource Center
mcGAS inh: mouse cGAS inhibition by luminescence. AID 1259399. 0.15% of 160,000 active. inhibition, % at 12.5 µM. Q8C6L5. recombinant cGAS, Kinase-Glo ATP depletion luminescence;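 note: 0% = negative control wells and 100% = reference inhibitor with no enzyme activity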
hcGAS lum: inhibitors of human cGAS | recombinant h-cGAS, ATP depletion, Kinase-Glo luminescence | 0.081% of 290,000 active | AID 1259398 | inhibition, % at 12.5 µM;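 note: 0% = vehicle reaction and 100% = reaction without DNA for no activity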
Target sequence (Q8N884 whole entry, looked up): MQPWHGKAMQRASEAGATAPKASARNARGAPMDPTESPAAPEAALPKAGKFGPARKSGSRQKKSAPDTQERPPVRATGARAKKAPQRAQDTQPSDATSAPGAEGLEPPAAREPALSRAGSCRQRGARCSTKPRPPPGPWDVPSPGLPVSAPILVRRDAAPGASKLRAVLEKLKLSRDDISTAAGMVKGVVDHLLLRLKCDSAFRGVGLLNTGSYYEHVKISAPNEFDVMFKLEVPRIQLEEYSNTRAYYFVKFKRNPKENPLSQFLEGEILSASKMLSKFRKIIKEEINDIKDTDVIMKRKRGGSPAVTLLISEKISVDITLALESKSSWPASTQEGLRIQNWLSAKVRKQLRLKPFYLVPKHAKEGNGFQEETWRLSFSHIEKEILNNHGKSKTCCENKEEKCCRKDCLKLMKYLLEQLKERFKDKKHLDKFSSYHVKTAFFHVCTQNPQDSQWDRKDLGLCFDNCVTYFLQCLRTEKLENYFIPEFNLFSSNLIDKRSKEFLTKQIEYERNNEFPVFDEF
NPYLR7 ag: activates Aedes aegypti NPYLR7 receptor. HEK293T NPYLR7/Galpha15, GCaMP6s calcium fluorescence. activation, % at 10 µM. 0.15% of 270,000 active; in the data active = activation above about 40%;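 note: 0% = vehicle and 100% = reference agonist at the receptor; some compounds past the cut are filed as inactive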
* marks the source's active call; other numbers are inactive results; nt = no result given; & = joins results of further samples. Cut-off read from the data, not from the text of the source, unless noted: active = inhibition above about 40%; inactive = the rest.

cpd	SMILES	mcGAS inh	hcGAS lum	NPYLR7 ag
1	COc1ccc(C)cc1CSc1n[nH]c(=O)n1C1CC1	4	11	-4
2	COc1ncc(CN(C)Cc2noc(C)n2)cn1	nt	-3	-1
3	Cc1ccc(NC(=O)N2CCC(C(NC(=O)c3ccccc3Cl)C(=O)N3CCCCC3)CC2)cc1 (configuration not stated)	-7	-7	-1
4	Cc1nc2sc(C#N)c(N)c2c(C)c1C	nt	0	1
5	O=C(O)CSCC(=O)N1CCOCC1	nt	-6	-2
6	Cc1cc(NC(=O)c2cc(C)n(C(C)C)c2C)ccc1Oc1cccnc1	nt	-5	2
7	CC1CCCN(c2nc3c(c(=O)[nH]c(=O)n3C)n2CCCSc2nc3ccccc3s2)C1 (configuration not stated)	-8	-4	0
8	CC(C)CN1CCC(NC(=O)N(C)C2CCc3ccccc32)CC1 (configuration not stated)	nt	4	0

Overlap with the part before: five entries, then new ones.
cpd	SMILES	mcGAS inh	hcGAS lum	NPYLR7 ag
4	Cc1nc2sc(C#N)c(N)c2c(C)c1C	nt	0	1
5	O=C(O)CSCC(=O)N1CCOCC1	nt	-6	-2
6	Cc1cc(NC(=O)c2cc(C)n(C(C)C)c2C)ccc1Oc1cccnc1	nt	-5	2
7	CC1CCCN(c2nc3c(c(=O)[nH]c(=O)n3C)n2CCCSc2nc3ccccc3s2)C1 (configuration not stated)	-8	-4	0
8	CC(C)CN1CCC(NC(=O)N(C)C2CCc3ccccc32)CC1 (configuration not stated)	nt	4	0
9	COc1cc(C(=O)NC(C)C)c(Br)c(OC)c1OC	nt	-2	2
10	CCOc1ccccc1NS(=O)(=O)c1cccc(Cl)c1	nt	-7	-1
11	NC(=O)CSc1ncnc2scc(-c3ccc(Cl)cc3)c12	-5	-6	-10
12	CCN1CC(C)C(O)(c2ccccc2)CC1C (configuration not stated)	nt	-3	5
13	COC(=O)c1ccc2c(c1)CC(CNC(=O)C(C)Cl)O2 (configuration not stated)	-6	-5	nt
14	CC(C)(C)N1C(=O)C2C3C=CC(C2C1=O)C1C(=O)N(C(C)(C)C)C(=O)C31 (configuration not stated)	nt	-6	9
15	COc1ccccc1N1CCN(C(=O)C[C@@H]2O[C@H](CNC(=O)COCC(=O)O)[C@@H](O)[C@H]2O)CC1	-7	-5	-9
16	CCOC(=O)C1C(=O)C=C(c2ccc(C)cc2)CC1c1cccc(OC)c1 (configuration not stated)	1	2	0
17	CSc1ccc(C(=O)CCC(=O)Nc2ncc(C)s2)cc1	nt	-2	4
18	COCCCn1c(-c2ccccc2)csc1=Nc1ccccc1Br	-5	-5	2
19	Cc1cc(Cl)ccc1OC(C)c1nnc(SCC(=O)c2ccc3c(c2)OCCCO3)o1 (configuration not stated)	-6	-1	-8
20	CSc1ccc(C(NC(=O)C(OC(C)=O)c2ccccc2)c2cccc(Cl)c2Cl)cc1 (configuration not stated)	-5	-13	-4
21	CCOc1ccc(C2c3cccn3CCCN2Cc2cccs2)cc1 (configuration not stated)	-7	-8	-2
22	Cc1n[nH]c(C)c1CCC(=O)N1CC(=O)N(C2CCCCC2)CC(OCc2ccccc2)C1 (configuration not stated)	-16	-2	5
23	CCN1CCC[C@H]1CNC(=O)c1cc(S(N)(=O)=O)ccc1OC	-3	0&7	-10&2
24	Cc1noc(C)c1COc1ccc(CC(=O)NC2CC3CC2C2CCCC32)cc1 (configuration not stated)	nt	-2	0
25	CC(=O)Nc1ccc2nc(CN3CCC(C(=O)N4CCCC4)CC3)ccc2c1	-7	-3	-1
26	COC(=O)c1ccc(-c2noc(CN(C)CC3COc4ccccc4O3)n2)cc1 (configuration not stated)	nt	-5	7
27	CCOc1ccc(-c2ccc3nnc(SC)n3n2)cc1	-8	-6	-10
28	O=C(Nc1ccc2c(c1)OCCO2)N1CCN(c2ccc(Nc3cccnc3)nn2)CC1	nt	-3	5
29	O=S(=O)(c1cccc2ccccc12)N1CCN(C2c3ccccc3CCc3ccccc32)CC1	0	1	0
30	COc1ccc(CCNC(=O)CSc2nc(Cl)cc(N3CCN(C(=O)C4CC4)C(C)C3)n2)cc1OC (configuration not stated)	-5	-9	27
31	Cc1ccc(Cc2nc(N3CCCN(C(=O)c4ccc(Cl)c(Cl)c4)CC3)c3c(-c4cccnc4)noc3n2)cc1	-8	-8	18
32	Cc1cccc(-n2ncc(C(=O)O)c2-c2ccccc2)c1	nt	7	-2

A few values from the list:
Entry of #15 under NPYLR7 ag: -9
Entry of #2 under NPYLR7 ag: -1
Entry of #14 under NPYLR7 ag: 9

New compounds follow:
cpd	SMILES	mcGAS inh	hcGAS lum	NPYLR7 ag
33	Cc1ccc(OCC2c3ccsc3CCN2C(=O)CN(Cc2ccco2)C(=O)Cc2ccccc2)cc1 (configuration not stated)	-6	-2	-3
34	CC(NS(=O)(=O)N(C)C1CCCCC1)c1cc(F)ccc1F (configuration not stated)	nt	-2	3
35	CC(CNc1nccn(-c2ccccc2)c1=O)c1ccccc1 (configuration not stated)	-9	-9	2
36	c1ccc(Oc2ccc(-c3nc(-c4ccccc4)nc4ccccc34)cc2)cc1	-2	0	0
37	Cc1cccc(CNC(=O)[C@@H]2C[C@@H](N)CN2)c1	nt	-7	1
38	CCOC(=O)c1sc(NC(=O)c2ccc3c(c2)NC(=O)CS3)cc1C	nt	-2	14
39	COc1ccccc1Oc1cc(N2CCC(Cc3ccccc3)CC2)ncn1	-4	-5	9
40	Cc1cccc(S(=O)(=O)NC(=O)C2(C)CCN2C(=O)Cc2cccc3ccccc23)c1 (configuration not stated)	nt	-6	0

Molecules above with bromine (2):
cpd	SMILES	mcGAS inh	hcGAS lum	NPYLR7 ag
9	COc1cc(C(=O)NC(C)C)c(Br)c(OC)c1OC	nt	-2	2
18	COCCCn1c(-c2ccccc2)csc1=Nc1ccccc1Br	-5	-5	2

Next section
cpd	SMILES	mcGAS inh	hcGAS lum	NPYLR7 ag
41	CC(C)N1CCc2nc(SCC(=O)Nc3ccc(F)cc3)[nH]c(=O)c2C1	-1	0	-18
42	Cc1nnc(SCc2cc(=O)[nH]c(N=C(N)Nc3ccccc3Sc3ccccc3)n2)s1	-8	-6	3
43	O=C(CC(c1ccccc1)c1ccco1)N1CC(n2cccn2)C1 (configuration not stated)	-8	-5	4
44	CCOCC(=O)Nc1cc(-c2cn3nc(OC)ccc3n2)ccc1C	-12	-5	-6
45	Cc1ccc2nc(N(CCCN(C)C)C(=O)c3cccc(S(C)(=O)=O)c3)sc2c1	3	0	-5
46	CSCC(=O)N1CCC2(CCCN(CC3CCC3)C2=O)C1 (configuration not stated)	nt	-7	5
47	CCOC(=O)c1cc2ccccc2n1CC#N	-4	-3	2
48	CCCN(CC(=O)N(CCOC)Cc1cccn1C)C(=O)c1ccccc1Cl	-3	-4	-2
49	NCCc1cccc(-c2cc(NCCO)nc3[nH]ccc23)c1	-7	34	3
50	CC1CCCC(NS(=O)(=O)C2=Cc3ccccc3CC2)C1C (configuration not stated)	nt	-1	-1
51	Cc1ccc(-c2nc(CN3C[C@@H](C)NC[C@@H]3C)c(C)o2)s1	nt	0	13
52	COCC(=O)Nc1ccc(-c2c(-c3ccc4c(c3)OCO4)nn(-c3ccc(F)cc3)c2OC(C)=O)cc1	10	1	-3
53	CC1Oc2c(C(=O)NCc3ccncc3)cccc2C1C (configuration not stated)	-7	-8	13
54	COCCNCCC(=O)OC(C)(C)C	0	4	nt
55	CCc1nccn1CCC(=O)N1CCCC2(C=Cc3ccccc3O2)CC1 (configuration not stated)	-1	-2	-2
56	Cn1cnnc1SCc1cc(=O)c(OC(=O)c2cccc(F)c2)co1	-6	-7	3
57	COc1ccccc1C(=O)C1CCCN(C(=O)c2ccc(Cl)cc2)C1 (configuration not stated)	0	2	2
58	CC(C)=CC1C(C(=O)N2CSCC2C(=O)NC(C)(C)C)C1(C)C (configuration not stated)	-12	-5	-7
59	CN(C)C(=O)c1cc(=O)[nH]c2ccc(S(=O)(=O)Nc3ccc(F)cc3)cc12	nt	-7	7
60	CCCCc1ccc(NC(=O)Nc2cn(C)c3ccccc23)cc1	-14	-8	0
61	COc1ccc(OC)c(NC(=S)NCCCN2CCOCC2)c1	nt	0	-6
62	OCCC1CN(Cc2ccc3cc(F)ccc3n2)CCN1Cc1ccsc1 (configuration not stated)	nt	7	3
63	CCOC(=O)N1CCN(C(=O)c2c(F)c(F)c3c(c2F)N(CC2CCCO2)CCS3(=O)=O)CC1 (configuration not stated)	nt	-7	3
64	CCOc1ccc(C2CC(c3ccccc3Cl)=NN2C(=O)CN(C)C2CCCCC2)cc1 (configuration not stated)	0	1	-13

Screen by screen, quoted from above:
hcGAS lum, nos. 45–48 → 0, -7, -3, -4
NPYLR7 ag, nos. 45–48 → -5, 5, 2, -2

Remaining list, next part
cpd	SMILES	mcGAS inh	hcGAS lum	NPYLR7 ag
65	CN(C)S(=O)(=O)N1CCN(c2nc3ccccc3o2)CC1	nt	-6	1
66	CC(C)c1ccc(-c2noc(Cn3nc(-c4ccco4)oc3=O)n2)cc1	nt	-3	2
67	COc1ccc(OCCS(=O)(=O)Nc2cccnc2OC)cc1	-14	-7	6
68	CCc1nc2n(n1)C(=O)C(C(c1ccccc1)N1CCCC1)S2 (configuration not stated)	-7	-8	-1
69	Cc1nc(CNC(=O)N2CCC(CSc3ccccc3)C2)oc1C (configuration not stated)	nt	-9	-1
70	O=C1C2C3CCC(O3)C2C(=O)N1Cc1ccncc1 (configuration not stated)	nt	1	3
71	CC1CCCN(CCNC(=O)c2ccn(-c3cccc(F)c3)n2)C1 (configuration not stated)	nt	-9	6
72	CC1CCCCN1CCCNC(=O)c1ccc(-c2cc(-c3cccc4ccccc34)[nH]n2)cc1 (configuration not stated)	-6	-4	25
73	O=C(c1ccccc1)N1CCc2ccc([N+](=O)[O-])cc2C1	nt	-11	-5
74	Cc1cc(C)nc(SCc2cc(=O)c(OC(=O)COc3ccccc3F)co2)n1	-7	-5	-10
75	CC(=O)c1cccc(NC(=O)N2CCN(C(c3ccccc3)c3ccccc3)CC2)c1	0	-3	-11
76	CN(Cc1ccc(Br)o1)C(=O)c1ncccc1O	-6	-12	7
77	CNC(=O)C1CCN(C(=O)Cn2ccc(C(F)(F)F)n2)CC1	-15	-7	7
78	Cc1ccc(S(=O)(=O)Nc2ccc3c(c2)CN(Cc2ccccc2F)C(=O)C(C)O3)cc1F (configuration not stated)	-6	-6	nt
79	CCOc1ccc2nc(SCC(OCC)OCC)[nH]c2c1	nt	-1	5
80	Cc1cc(C(=O)NCc2ncc(C(C)(C)C)o2)nn1-c1ccccc1	nt	-7	7
81	CCC(C)C(NC(=O)c1ccc(C)c([N+](=O)[O-])c1)C(=O)Nc1nnc(-c2ccc(Br)cc2)s1 (configuration not stated)	1	8	-7
82	CCOC(=O)C1CCN(C(=O)c2ccc(CSc3nc(COC)cc(N4CCCC4)n3)cc2)CC1	-5	-5	nt
83	COc1ccc(/C=C2\SC(=S)N(C(C)C(=O)O)C2=O)c(OC)c1 (configuration not stated)	1	-1	-2
84	NC1CC(=O)N(CCCc2ccccc2)C1 (configuration not stated)	-14	-8	nt
85	Cc1cccc(C(=O)Nc2ccc(N(C)C)nc2)n1	nt	4	-2
86	O=C(Nc1ccccc1C(F)(F)F)N1CCSC1c1ccc(F)cc1 (configuration not stated)	-5	-7	15
87	Cc1oc(-c2ccsc2)nc1CN1CCCCC1c1ccc(F)cc1 (configuration not stated)	-14	-1	1
88	CCCc1c(C)nn(-c2ccc(C(=O)NCCc3cccnc3)cc2)c1C	-1	-7	-7
89	C[C@H](NC(=O)CC1CC2(CCNCC2)c2ccccc21)[C@@H](O)c1ccccc1 (some centres not stated)	nt	-7	-1
90	CC1CCC(NC(=O)c2cc(N3CCc4ccccc4C3)nc3ccccc23)CC1 (configuration not stated)	-7	-4	5
91	Cc1ccc(-c2nnc3c4ccccc4c(C)nn23)cc1S(=O)(=O)N(C)CCO	nt	-6	-16
92	CCCCCCc1nc(C(N)=O)c2[nH]c(=O)n(-c3ccc(OCC)cc3)c2n1	nt	-1	14
93	Cc1cc(C(=O)NCc2ccc(-c3ncc(-c4ccc(F)cc4)[nH]3)cc2)cc(Cl)n1	-6	-6	-1
94	FC(F)(F)c1ccc(Cn2ccnc2CNCc2ccco2)cc1	-6	-5	2
95	CC(C)CN1CC(O)CN(C(=O)COc2ccccc2)CC1=O (configuration not stated)	-5	-3	25
96	N=c1oc2ccccc2cc1C(=O)Nc1cccc(C(F)(F)F)c1	-5	6	-4
97	COc1ccc(OC)c(-c2nc(Cn3cc(CCO)cn3)c(C)o2)c1	-11	-4	15
98	CCCC(=O)Nc1oc2c(C)cccc2c(=O)c1-c1ccc2c(c1)OCO2	nt	-1	5
99	Cc1ccn2cc(CNS(=O)(=O)N3CC(C)CC(C)C3)nc2c1 (configuration not stated)	nt	-11	8
100	O=C(CCc1ccccc1)N1CCCC(OCc2ccc(F)cc2F)C1 (configuration not stated)	-3	0	-4
101	CCC(CN1CCCC1)NC(=O)C1CCCN(C(=O)C(C)(C)C)C1 (configuration not stated)	nt	-9	10
102	COc1ccc(NC(=O)CCCc2cccs2)cc1S(=O)(=O)N1CCCCC1	nt	2	-17
103	NC(=O)CN(C1CCCC1)S(=O)(=O)c1cccc(OC(F)(F)F)c1	nt	3	1
104	CCOC(=O)C1(Cc2ccccc2C(F)(F)F)CCN(C(=O)c2ccccn2)CC1	nt	-6	10
105	Cc1nn2cc(CNC(=O)c3ccc(C#CC(C)(C)O)o3)nc2s1	nt	-3	0
106	CCN(Cc1nc(COC)no1)C(=O)c1cc(-c2ccccc2)nn1C	nt	-9	2
107	Cc1ccc(NC(=O)c2ccc(C)c(S(=O)(=O)NC3CCCCC3)c2)cc1	-3	0	5
108	Cc1cc(C)n(CCC(=O)NC(C)Cc2cnccn2)c(=O)n1 (configuration not stated)	-8	-6	-5

This is a random part of the collection. About 0.29% of those tested had a hit in this group.
